Dicer inh – inhibitors of Dicer pre-microRNA processing, primary screen, biochemical, cat-ELCCA, chemiluminescence. Endoribonuclease Dicer (Homo sapiens), Q9UPY3. cat-ELCCA pre-miR-21 Dicer processing; hits give high values. z-score at 25 µM. hit rate 6% among 47,000. AID 1347074, 2019; in the data active = z-score above about 3, passing the limit was not always enough;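 also: plate controls were vehicle for no effect and no enzyme for full effect; higher signal means more uncleaved substrate so more Dicer inhibition; strong numbers were not always called active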
Starred values were filed as active, the others as inactive; & = joins results of further samples. An excerpt; rates above refer to the full screens.

SMILES	Dicer inh
COc1ccc(C2C(C(=O)OCc3ccccc3)=C(C)Nc3nnnn32)cc1OC (stereo not drawn)	-0.86
COc1ccc(OS(=O)(=O)c2c(C)noc2C)cc1	-0.38
COCCOc1cc2ncnc(Cl)c2cc1OCCOC	-0.82
O=S(=O)(c1cccs1)N(Cc1ccccc1)Cc1ccccc1	0.38
CC(=O)Nc1ccc(C2Nc3cc(C)c(C)cc3NC3=C2C(=O)CC(C)(C)C3)cc1 (stereo not drawn)	-0.43
Cc1ccc(-c2nc(C3CCCCC3)no2)cc1	0.01
O=S(=O)(Nc1cccc(-c2cn3ccccc3n2)c1)c1ccc(-c2ccccc2)cc1	2.6
CCOC(=O)C1C(=O)CC(C)(O)C(C(=O)OCC)C1c1ccc(Cl)cc1 (stereo not drawn)	-0.81
COc1ccccc1C(=O)N=S1CCN(S(=O)(=O)c2ccc(Cl)cc2)CC1	0.55
COc1ccc(C(=O)/C(C#N)=C/NC2CCN(Cc3ccccc3)CC2)cc1	0.07

Some of the entries so far, in CSV form:
SMILES,Dicer inh
COc1ccc(C2C(C(=O)OCc3ccccc3)=C(C)Nc3nnnn32)cc1OC (stereo not drawn),-0.86
COCCOc1cc2ncnc(Cl)c2cc1OCCOC,-0.82
COc1ccccc1C(=O)N=S1CCN(S(=O)(=O)c2ccc(Cl)cc2)CC1,0.55
O=S(=O)(c1cccs1)N(Cc1ccccc1)Cc1ccccc1,0.38
COc1ccc(C(=O)/C(C#N)=C/NC2CCN(Cc3ccccc3)CC2)cc1,0.07
O=S(=O)(Nc1cccc(-c2cn3ccccc3n2)c1)c1ccc(-c2ccccc2)cc1,2.6
COc1ccc(OS(=O)(=O)c2c(C)noc2C)cc1,-0.38

(more compounds)
SMILES	Dicer inh
c1ccc2c(c1)OCC(CSc1nnc3c(n1)[nH]c1ccccc13)O2 (stereo not drawn)	0.47
COC(=O)C1CCCC(C(=O)OC)C1=O (stereo not drawn)	0.03
O=C(NCc1ccco1)c1cc2n(n1)C(C(F)(F)F)CC(c1ccc(Cl)cc1)N2 (stereo not drawn)	2.9
CCOC(=O)C(NC(=O)CC)(Nc1nc2ccccc2s1)C(F)(F)F (stereo not drawn)	0.65
COc1ccc(C(=O)N=S2CCN(C(=O)c3ccc(Cl)cc3)CC2)cc1	0.1
Cn1c(Cc2nn(C)c(=O)c3ccccc23)nnc1SCC(=O)c1ccccc1	-0.95
Cc1nc(N)[nH]c(=O)c1Oc1ccc(Cl)cc1Cl	-0.15
CCOC(=O)c1sc(N2C(=O)C(=O)/C(=C(/O)c3ccccc3)C2c2ccccc2)nc1C (stereo not drawn)	0.59
Cc1cccc(Cl)c1NC(=S)Nc1c(C)cccc1Cl	0.44
CC(C)S(=O)(=O)c1csc(NC(=O)Nc2ccc(Cl)cc2)c1	19
O=C(Nc1ccccc1)c1cc([N+](=O)[O-])ccc1Cl	-1.6
CNC(=O)c1ncoc1-c1ccc(Cl)cc1	-0.42
NNC(=O)CSc1nnc2nnc3ccccc3n12	-0.86
COC(=O)C1=C(C)NC2=C(C(=O)CC(c3ccc(OC)cc3)C2)C1c1ccncc1 (stereo not drawn)	0.26
OCCN1CCN(CCCN2c3ccccc3C=Cc3ccccc32)CC1	-4.7&-0.01
COc1ccc(/C(O)=C2\C(=O)C(=O)N(c3nnc(C)s3)C2c2ccc(C(C)C)cc2)cc1 (stereo not drawn)	1.3
Clc1ccc(Cn2nnc(N3CCCCC3)n2)cc1	14
Cn1c(=O)c2c3nc4ccc(Cl)cc4cc3c(=O)n(C)c2n(C)c1=O	-0.71
Cc1cc(C)c2oc(-c3ccc(NC(=O)c4ccc([N+](=O)[O-])o4)cc3)nc2c1	0.69
CC1CCN(C(=O)Cn2nnc3sc4c(c3c2=O)CCCC4)CC1	3.5*
CCCOC(=O)C1=C(C)NC2=C(C(=O)CC(c3cccs3)C2)C1c1coc2ccc(C)cc2c1=O (stereo not drawn)	-0.42
[Cl-].[Cl][Pt].[NH2-].[NH2-].c1ccncc1	0.41
COC(=O)c1scc(NS(=O)(=O)c2cccc(C(F)(F)F)c2)c1C(=O)OC	-0.77
Cc1onc(-c2c(Cl)cccc2Cl)c1NC(=O)O/N=C1/CCSC1	-0.71
C=CCOc1ccc(C(=O)N(Cc2ccc(OC)cc2)C2CCS(=O)(=O)C2)cc1 (stereo not drawn)	1.7
Cc1cc(C)c(S(=O)(=O)N(C(=O)c2cccnc2)c2ccc3oc(=O)sc3c2)cc1C	11*
Cc1cc(C)n(Cc2ccccc2F)c(=O)c1C#N	-0.61
OC1CN(C(c2ccccc2)c2ccccc2)C1	-2.4
CCOc1ccc2nc(Nc3nc(C)c(Cc4ccc(C)cc4)c(=O)[nH]3)nc(C)c2c1	-0.01
CC(=Nc1ccccc1)c1nc(-c2ccccc2)oc1O	1.4
CSc1nnc2c(n1)OC(c1cccc(Br)c1)N(C(C)=O)c1ccccc1-2 (stereo not drawn)	1.9
CCCOc1ccc(Oc2nc(NCC)cc(NC(C)(C)C)n2)nn1	0.84
COc1ccccc1CNc1ncc(-c2cccc(Br)c2)n1C	-0.18
CCOc1ccc(-c2cnc(NCc3cc(Cl)ccc3O)n2C)cc1	2.8
COC(=O)C1=CC=C(c2ccc(OC)cc2)SC1	-0.72
Clc1ccccc1Cn1nnc2c(Sc3nc4ccccc4s3)ncnc21	0.43
Cc1[nH][nH]c(=O)c1C(c1ccc(-c2ccc(F)cc2)o1)c1c(C)[nH][nH]c1=O	-6.4
CCN1C(=O)C2(/C(=C(/O)c3ccc(C)cc3)C(=O)C(=O)N2CCCN2CCOCC2)c2ccccc21 (stereo not drawn)	2.2
Nc1nnc(C(=O)c2ccccc2N)s1	1.3
O=c1c(F)cn(C2CCCO2)c(=O)n1Cc1ccccc1F (stereo not drawn)	1.3
CCCc1nc(-c2ccccn2)[nH]c(=O)c1Cc1c(F)cccc1Cl	2.3
COc1ccc(Br)c(C(=O)/C(C#N)=N/O)c1	1.4
Cc1onc(NC(=O)CSCC(=O)O)c1Br	-0.81
COc1ccc(C2CC(=O)C3=C(C2)Nc2ccccc2NC3c2ccccc2OC(C)C)cc1OC (stereo not drawn)	0
CCOc1ccc(C2c3c(oc4ccccc4c3=O)C(=O)N2c2nnc(C)s2)cc1OC (stereo not drawn)	0.32
CSc1scc(N)c1S(=O)(=O)C(C)C	-1.1
Cn1c(=O)c(Cc2ccccc2)c(OC(=O)c2ccccc2)c2ccccc21	0.78
CCOC(=O)c1cnc2c(C(=O)OCC)cnn2c1N	2.2
Cc1ccc(-c2nc(NC(=O)c3c(F)cccc3F)sc2C)cc1Cl	1.3
C=C1SC(=Nc2ccccc2Cl)N(C(=O)COc2cc(Cl)c(Cl)cc2Cl)C1(C)C	-1.6

Further structures:
SMILES	Dicer inh
O=C1NN=C2C3CC4CC12CC1(C3)C(=O)NN=C41	0.55
CCN1C(=O)c2cccc3c(S(=O)(=O)N(C)c4ccccc4)ccc1c23	0.06
CCCc1[nH]nc2c1C(c1ccccc1Cl)C(C#N)=C(N)O2 (stereo not drawn)	-2.5
CCn1ncc(CNC(=O)c2cnn3c(C(F)F)cc(-c4ccc(C)cc4)nc23)c1C	0.29
OCCN1CCN(c2ncnc3sc4c(c23)CCCC4)CC1	4.5*
COc1ccc(OC)c(C2Sc3ccccc3NC3=C2C(=O)c2ccccc23)c1 (stereo not drawn)	0.79
O=C(Cn1c(NCCO)nc2ccccc21)c1cccc(Br)c1	1
O=C(NCCO)c1cc2ccccc2c(=O)s1	3.8*
S=c1[nH]c(=S)c2cnc(N3CCc4ccccc43)nc2[nH]1	0.73
CCOC(=O)N1CCN(CC(O)COc2cc(C)ccc2C(C)C)CC1 (stereo not drawn)	3.5*
CCOC(=O)c1nc(-c2ccccc2)sc1-c1ccnn1C(=O)NC(C)C	-1.4
O/N=C1/CCCc2c1nc(-c1ccccc1)n2O	-0.15
COc1ccc(OC)c(NC(=O)C2CC(=O)n3ncnc3N2)c1 (stereo not drawn)	-0.29
Cc1ccc2cccc(OS(=O)(=O)c3ccc(C(C)C)cc3)c2n1	-2
c1ccc(-c2nc3c4c5c(sc4ncn3n2)CCCC5)cc1	1.2
CC12CCC(C(=O)Nc3ccc(Cl)cc3)(OC1=O)C2(C)C (stereo not drawn)	1.5
CCOC(=O)c1cc(C)nc(Sc2ccccc2Cl)n1	-1.8
Cc1ccc(CSc2nnc(CCN)o2)cc1	-0.32
COC(=O)C(O)(NC(=O)c1c(F)cccc1F)C(F)(F)F (stereo not drawn)	-1.1
COc1ccc(NC(=O)Nc2cccc(NC(=O)Nc3ccc(OC)cc3)c2F)cc1	-0.32
CN1CCN(C2Cc3ccccc3Sc3ccc(Cl)cc32)CC1 (stereo not drawn)	-0.53
CCCOC(=O)C1=C(C)NC2=C(C(=O)CC(C)(C)C2)C1c1ccc(C(=O)OC)cc1 (stereo not drawn)	-0.76
CN1CCc2c(sc3c2C(=O)NC(c2cc(Br)ccc2OCc2ccccc2)N3)C1 (stereo not drawn)	-1.3
O=C1CCCC2=C1C(c1ccco1)c1c([nH]n(-c3ccccc3)c1=O)N2 (stereo not drawn)	-0.49
CSc1nc(-c2ccco2)nn1C(=O)c1ccc(C)cc1	3.2*
Cc1cc(C)c2c(=O)[nH]c(SCC(=O)c3ccc(O)c(O)c3)nc2n1	3.7*
CCSc1cc(C(F)(F)F)c(C(=O)N(C)Cc2c(OC)cccc2OC)cn1	-0.69
O=c1oc2ccccc2c2c1Sc1ccccc1N2	3.2
CCCC(=O)c1ccc(NC(C)=O)cc1O	0.35
O=C(c1ccccc1)N(c1ccccc1)n1c(-c2cccc([N+](=O)[O-])c2)csc1=S	0.61
C=CCNC(=S)NNc1nccc(-c2cccnc2)n1	0.5
CCN(CC)c1ccc(Nc2nc(-c3ccccn3)cs2)cc1	2.3
COC(=O)c1cc(OC)c(OC)cc1NC(=O)CCC(=O)O	-0.09
COc1cc(I)c(OC)cc1C	-1.1
C/C(=N\NC1=NCCCN1)c1ccc(Cl)cc1	-0.42
NC(=O)CN1C(=O)C(O)(CC(=O)c2ccccc2)c2ccccc21 (stereo not drawn)	2.6
COC(=O)c1cc(S(=O)(=O)C(C)C)c(S(C)(=O)=O)s1	-0.98
O=C1CN(c2ccc(Br)cc2)C(=O)N1CC(=O)N1CCCc2ccccc21	0.56
Cc1cc(C)c(C#N)c(SCC(=O)n2nc(C)cc2C)n1	-0.01
O=C(Nc1ccc(Cl)cc1)N1CCCc2ccccc21	4.3*
Nc1nc(-c2cccc3ccccc23)cs1	0.36
Cc1ccc(OCc2nc(-c3cccnc3)no2)cc1C	-0.68
CC(=O)N1CC(c2cnc(-c3ccccc3)c(C)c2)C=C(C)C1c1ccccc1 (stereo not drawn)	-0.35
O=C(O)c1ccccc1-n1cnnn1	-0.78
CCOC(=O)Nc1sc2c(c1C(N)=O)CCC(C)C2 (stereo not drawn)	-0.91
COC(=O)c1ccsc1NC(=O)c1cccs1	-0.03
COc1ccc(S(=O)(=O)Nc2nc(C)cc(C)n2)cc1	9.7
Cc1nn(-c2ccccc2)c(NC(=O)c2ccc(Cl)cc2Cl)c1Cl	-1.4
Cc1ccc(N2C(=O)N(c3ccccc3)C(=N)C2=S)cc1Cl	-0.95
Brc1cccc(-c2nc(-c3ccccn3)no2)c1	-0.75

Other entries
SMILES	Dicer inh
O=C1CSC(c2ccc(Cl)cc2)N1CCN1C(=O)CSC1c1ccc(Cl)cc1 (stereo not drawn)	-1.3
O=C(CC1OC(=O)c2ccccc21)c1cc(Cl)ccc1Cl (stereo not drawn)	0.92
Clc1ccc(Nc2cc(-c3ccccc3)nc3ncnn23)cc1	-0.01
Cc1cc(C)c2[nH]c(C)c(CN3CCN(C)CC3)c(=O)c2c1	1.2
CCOC(=O)/C(C#N)=C/c1cccn1-c1ccc(Cl)cc1	0.54
O=S(=O)(NCc1ccc(C(F)(F)F)cc1)c1cc(Br)c(Br)s1	-0.4
S=C(NCCNC(=S)Nc1ccccc1Cl)Nc1ccccc1Cl	-0.28
Nc1c(-c2ccc3ccccc3n2)c2ccc([N+](=O)[O-])cc2c(=O)n1Cc1ccccc1	-1.1
O=C1CC(c2coc3ccccc3c2=O)Sc2ccccc2N1 (stereo not drawn)	-0.27
OC1CCCCC1NC1CCN(c2ncnc3scc(-c4ccccc4)c23)CC1 (stereo not drawn)	-1.4

4 consecutive records from above, quoted:
SMILES	Dicer inh
S=C(NCCNC(=S)Nc1ccccc1Cl)Nc1ccccc1Cl	-0.28
Nc1c(-c2ccc3ccccc3n2)c2ccc([N+](=O)[O-])cc2c(=O)n1Cc1ccccc1	-1.1
O=C1CC(c2coc3ccccc3c2=O)Sc2ccccc2N1 (stereo not drawn)	-0.27
OC1CCCCC1NC1CCN(c2ncnc3scc(-c4ccccc4)c23)CC1 (stereo not drawn)	-1.4

The list continues.
SMILES	Dicer inh
CCOC(=O)c1c(NC(=O)c2cc3ccccc3o2)sc(C)c1C	0.8
CCOc1nc(C)nc(NC(=O)NS(=O)(=O)c2ccccc2Cl)n1	2.3
Cc1ccc(-c2cnc(NCc3ccc(F)cc3)n2C)cc1C	0.53
CCOC(=O)N1CCc2c(sc3c2C(=O)NC(/C(C)=C/c2ccccc2)N3)C1 (stereo not drawn)	-6
CCCCOC(=O)C1=C(C)NC2=C(C(=O)CCC2)C1c1ccc(O)c(OCC)c1 (stereo not drawn)	0.04
COc1ccc(C(=O)OCC2CC(c3ccccc3)=NO2)cc1OC (stereo not drawn)	-1.2
C=CCn1c(SCC(=O)c2ccccc2F)nc2sc(C)c(C)c2c1=O	-1.2
O=C1CC(/C=C/c2ccccc2)(Nc2ccc(S(=O)(=O)N3CCCC3)cc2)C(=O)N1C1CCCCC1 (stereo not drawn)	-0.57
O=S(=O)(c1ccc(Cl)cc1)N(CCc1ccccn1)c1ccccc1	-1.3

Some of these compounds in order of count of non-hydrogen atoms, falling:
SMILES	Dicer inh
CCOC(=O)N1CCc2c(sc3c2C(=O)NC(/C(C)=C/c2ccccc2)N3)C1 (stereo not drawn)	-6
C=CCn1c(SCC(=O)c2ccccc2F)nc2sc(C)c(C)c2c1=O	-1.2
CCOc1nc(C)nc(NC(=O)NS(=O)(=O)c2ccccc2Cl)n1	2.3
